Assay outcomes as filed in PubChem BioAssay.
CTSL1 counter: cathepsin L1 inhibition, PFM18AAP counter-screen | AID 1906 | actives 0.49% (n = 300,000) | recombinant F. hepatica cathepsin L1, Z-Leu-Arg-MCA fluorescence | inhibition, % at 5.96 µM;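 active = inhibition above the mean of all tested compounds plus 3 SD, set per screening campaign, cut at about 17% in these data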;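 also: 0% = plate median of test compound wells and 100% = 1 µM Z-Phe-Ala-diazomethylketone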
PP1 counter: counter-screen for PP5 inhibitors: inhibitors of human PP1-alpha; P62136; purified PP1alpha, OMFP fluorescence; inhibition, % at 6.7 µM; actives 0.9% (n = 320,000);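 active = inhibition above the mean inhibition of all tested compounds plus 3 SD, computed separately for each screening campaign, cut at about 15% in these data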
HCV core dimer: blocks dimerization of HCV core protein. TR-FRET GST/Flag-core106 dimerization, 1536-well. inhibition, % at 5 µM. actives 0.33% (n = 300,000);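 active = inhibition above the mean of all tested compounds plus 3 SD, set per screening campaign, cut at about 45% in these data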
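Material: GST/Flag-tagged HCV core106 proteins. Incubation: 4 h, 22.5 °C incubation. Read-out basis: inhibition (%) from 671 over 617 nm ratio. Measured by: TR-FRET, excitation 340 nm, emission 617 and 671 nm.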
EBNA-1 inhibitor: blocks EBNA-1 binding to DNA; EBNA-1 DNA binding, fluorescence polarization; inhibition, % at 14.8 µM; actives 0.34% (n = 300,000); in the data active = inhibition above about 28%
PREPL inhibitor: inhibits the human prolyl oligopeptidase-like enzyme | Q4J6C6 | recombinant PREPL, fluorescence polarization activity-based probe | inhibition, % at 5.96 µM | actives 0.68% (n = 320,000) | AID 2751; in the data active = inhibition above about 43%;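 also: 0% = enzyme with DMSO and 100% = wells lacking enzyme; many of its hits are not listed in these tables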
ZTA DNA inh: counter-screen for EBNA-1 inhibitors: inhibitors of Epstein-Barr virus ZTA; ZTA-DNA binding, fluorescence polarization; actives 0.15% (n = 320,000); AID 2234; P03206; inhibition, % at 11 µM; in the data active = inhibition above about 33%
Target sequence (P03206 whole entry, looked up): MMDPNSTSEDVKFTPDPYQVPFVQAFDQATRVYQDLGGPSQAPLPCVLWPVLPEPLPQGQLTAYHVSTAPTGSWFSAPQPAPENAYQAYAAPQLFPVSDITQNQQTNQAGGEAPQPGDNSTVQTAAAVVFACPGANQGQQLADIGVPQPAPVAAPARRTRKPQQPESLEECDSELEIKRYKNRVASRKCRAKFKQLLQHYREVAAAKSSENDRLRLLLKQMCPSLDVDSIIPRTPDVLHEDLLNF
PP5 inh: inhibitors of human protein phosphatase 5 (PP5); actives 0.18% (n = 320,000); inhibition, % at 6.7 µM; AID 1987; P53041; purified PP5c, OMFP substrate fluorescence;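 active = inhibition above the campaign's mean inhibition across all tested compounds plus 3 SD, cut at about 9.5% in these data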;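 also: 0% = DMSO only and 100% = 100 µM cantharidin control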
Target sequence (P53041 whole entry, looked up): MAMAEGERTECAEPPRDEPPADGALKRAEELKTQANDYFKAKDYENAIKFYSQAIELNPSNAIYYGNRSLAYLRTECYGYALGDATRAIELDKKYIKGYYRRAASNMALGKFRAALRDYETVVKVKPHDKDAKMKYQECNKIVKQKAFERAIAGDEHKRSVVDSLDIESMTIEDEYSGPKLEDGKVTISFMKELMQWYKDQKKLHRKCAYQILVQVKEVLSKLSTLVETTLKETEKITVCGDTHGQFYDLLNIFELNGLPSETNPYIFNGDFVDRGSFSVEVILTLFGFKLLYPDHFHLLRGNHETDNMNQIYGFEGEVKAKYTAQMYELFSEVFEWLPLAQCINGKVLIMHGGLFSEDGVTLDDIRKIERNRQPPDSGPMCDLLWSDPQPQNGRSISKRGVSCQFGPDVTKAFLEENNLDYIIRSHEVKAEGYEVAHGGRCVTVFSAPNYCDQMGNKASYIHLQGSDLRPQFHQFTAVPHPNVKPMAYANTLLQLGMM
TPT1 inhibitor: inhibitors of Candida albicans tRNA 2'-phosphotransferase TPT1 | recombinant caTPT1, FP RNA substrate dephosphorylation | inhibition, % at 5 µM | actives 0.81% (n = 300,000) | AID 1962;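 active = inhibition above the mean of all tested compounds plus 3 SD, set per screening campaign, cut at about 24% in these data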;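 also: plate controls were DMSO alone for no effect and ferristatin control at 100 nM for full effect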
Efflux pump mplx: inhibitors of Candida antifungal efflux pumps expressed in yeast | S. cerevisiae Candida pump triplex, Nile Red efflux | inhibition, % at 10 µM | actives 0.44% (n = 330,000);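 active = plate passing quality check with inhibition over a set limit, or well fluorescence over plate mean plus 4 SD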;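 also: Nile Red retained in pooled yeast measured as flow cytometry median fluorescence; 0% = buffer negative control and 100% = Enniatin B positive control; higher means more Nile Red kept so more efflux inhibition; some compounds called inactive have numbers as strong as hits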
* marks the source's active call; other numbers are inactive results; . = no result given; + = active, no number.

Every second line gives: CTSL1 counter, PP1 counter, HCV core dimer, EBNA-1 inhibitor, PREPL inhibitor, ZTA DNA inh, PP5 inh, TPT1 inhibitor, Efflux pump mplx
1) C/C(N)=C(/C#N)C(=O)COC(=O)c1cc(-c2ccccc2)nc2ccc(Br)cc12
    -6.8, 1.9, 24.4, 7.2, 0.8, 24.4, -0.3, -1.8, 0.1
2) O=C(O)CC1(CC(=O)Nc2cccc(C(F)(F)F)c2)CCCC1
    -5.1, -3.5, -3.2, 4.5, -10.2, 7.6, -1.4, 1.5, 0.1
3) O=c1c(Cl)c(O)c2cccc3c4ccccc4n1c23
    4.5, -2.7, 14.4, 9.5, -6.5, 1.9, 1.4, -2.8, -0.2
4) Cc1nnc(SCC(=O)N/N=C/c2ccc(-c3ccc(C)c(Cl)c3)o2)s1
    2.4, 2.0, 5.1, 1.1, 10.7, -5.6, 0.4, 1.1, -0.2
5) Cc1ccc(OC(=S)Nc2ccc(F)cc2)cc1
    1.4, -3.6, 1.7, 0.7, -6.9, 7.8, 1.6, 0.3, 0.0
6) COc1ccc(CSc2nnc(N)s2)cc1F
    -0.3, -0.9, -2.5, 7.0, -5.8, 14.6, -0.6, -6.5, 0.0
7) Cc1ccc(C(=O)CC2(O)C(=O)N(C)c3ccc(Br)cc32)c(C)c1 (centres undefined)
    -3.2, -3.6, -0.6, 1.3, -15.1, 6.3, 2.7, -3.9, -0.1
8) Cn1nnnc1Sc1ncnc2scc(-c3ccc[nH]3)c12
    ., -0.7, ., ., 14.7, 2.3, -1.1, ., -0.3
9) CCC(=O)c1ccc(OCC(O)CN2CCN(c3ccc(F)cc3)CC2)cc1 (centres undefined)
    -0.7, -0.9, -0.3, 7.5, 4.8, -1.2, -0.4, 0.3, 0.0
10) Cc1ccc(-c2cc(C(=O)Nc3c(C)n(C)n(-c4ccccc4)c3=O)no2)cc1
    0.4, -2.7, 9.8, 9.4, 0.4, -4.1, -0.7, -3.9, 0.0
11) O=C(c1cc(-c2cccs2)on1)N1CCOCC1
    5.0, -4.2, -5.6, 5.7, 5.1, -8.0, -0.7, -3.3, 0.0
12) O=[N+]([O-])c1cccc(-c2cc3cccc[n+]3cc2-c2cccc([N+](=O)[O-])c2)c1
    5.0, -2.6, 4.2, 8.5, 25.3, 9.7, -0.6, -0.1, -0.1
13) COc1ccccc1C(=O)Nc1nnc(-c2ccc(F)cc2)s1
    -0.6, 3.2, 8.2, +, -4.7, 3.2, 0.8, -0.5, -0.1
14) COc1cccc(CNC(=O)C2=C(C)C(=O)OC23CCC(C)CC3)c1 (centres undefined)
    0.6, -0.6, 1.7, -2.3, -8.7, -18.0, 0.7, -1.3, -0.1
15) O=C(COc1ccc(Br)cc1)OCCN1CCCCC1
    -2.2, -2.6, -3.5, -13.9, -5.5, -6.5, -0.7, 1.1, 0.0

Reprinted from the part before: 4 entries; new compounds follow.
Every second line gives: CTSL1 counter, PP1 counter, HCV core dimer, EBNA-1 inhibitor, PREPL inhibitor, ZTA DNA inh, PP5 inh, TPT1 inhibitor, Efflux pump mplx
12) O=[N+]([O-])c1cccc(-c2cc3cccc[n+]3cc2-c2cccc([N+](=O)[O-])c2)c1
    5.0, -2.6, 4.2, 8.5, 25.3, 9.7, -0.6, -0.1, -0.1
13) COc1ccccc1C(=O)Nc1nnc(-c2ccc(F)cc2)s1
    -0.6, 3.2, 8.2, +, -4.7, 3.2, 0.8, -0.5, -0.1
14) COc1cccc(CNC(=O)C2=C(C)C(=O)OC23CCC(C)CC3)c1 (centres undefined)
    0.6, -0.6, 1.7, -2.3, -8.7, -18.0, 0.7, -1.3, -0.1
15) O=C(COc1ccc(Br)cc1)OCCN1CCCCC1
    -2.2, -2.6, -3.5, -13.9, -5.5, -6.5, -0.7, 1.1, 0.0
16) CSc1ccccc1NC(=O)c1ccc(N2CC3CC(C2)c2cccc(=O)n2C3)c(NC(=O)c2ccncc2)c1 (centres undefined)
    0.9, -4.9, 5.3, 16.4, 1.2, 1.8, -2.1, -1.2, 0.0
17) O=C(N/N=C/c1ccc2c(c1)OCO2)c1cccc2ccccc12
    3.6, 2.7, -2.1, 3.7, 2.8, -3.0, 0.0, -2.5, 0.0
18) O=C(COc1cc(Cl)c(Cl)cc1Cl)NC(=O)NC1CCCC1
    0.7, -4.2, 4.0, -0.4, 4.8, 4.1, -3.4, 0.8, 0.1
19) CCCNC(=O)c1cc(-c2ccc(Br)cc2)on1
    -0.6, 3.8, 2.7, 5.6, 3.9, 4.5, 0.3, 2.5, 0.2
20) CC1C(=O)C(C)C(c2cc(Cl)ccc2O)NC1c1cc(Cl)ccc1O (centres undefined)
    -5.8, 6.6, -3.9, -2.5, 19.1, -16.0, 6.7, -3.0, -0.7
21) COc1cccc(NC(=O)CCN2CCN(C)CC2)c1
    0.1, -2.9, -1.6, 11.4, 7.7, -2.1, -0.1, -2.6, -0.3
22) COc1ccc(N(CC(=O)Nc2cccc(C)c2C)S(=O)(=O)c2c(C)n[nH]c2C)cc1
    -1.3, 0.3, -0.1, 7.0, -0.8, 0.3, -0.8, -0.9, -0.1
23) CC(=O)NCc1ccc(S(=O)(=O)NC(C)CCc2ccccc2)cc1 (centres undefined)
    0.0, -1.9, -10.1, 2.9, 0.5, 7.8, 0.2, -5.0, -0.1
24) CN(CC(=O)Nc1ccccc1)CC(=O)Nc1ccccc1Cl
    0.9, -1.5, 4.2, -8.2, -12.9, 2.4, 0.5, -1.0, -0.1
25) COc1ccc(C(=O)CCS(=O)(=O)c2ccc(C)cc2)cc1OC
    -24.6, -2.9, -0.5, -5.8, 12.4, -5.6, 0.7, -3.8, -0.4
26) c1ccc(C2[C@H]3CN(Cc4cccnc4)[C@H](c4ccccc4)C34CC2(c2cccnc2)C4)cc1 (some centres undefined)
    -2.2, 10.5, 8.5, 3.5, 8.3, 18.4, 0.9, 2.1, -0.1
27) Cc1cccc(OCCCCn2c(CO)nc3ccccc32)c1
    8.5, 1.5, -3.3, 1.5, -13.2, -4.3, 2.1, -2.5, -0.1
28) N#CCCNS(=O)(=O)c1ccc(C(=O)OCCCOC(=O)c2ccc(S(=O)(=O)NCCC#N)cc2)cc1
    -0.4, 1.8, -14.0, -0.2, 13.1, 5.6, 3.6, -2.4, 0.1
29) CC1(C)Oc2ccc3ccc(=O)oc3c2/C(=C/N)C1=O
    6.6, -4.2, -0.4, -1.2, -1.7, 2.5, 3.4, 0.5, 0.1
30) S=C(NCc1ccco1)N/N=C/c1cccnc1
    3.4, -4.9, -3.3, -4.1, 15.0, -10.9, 3.6, 0.5, -0.3

Numbers 29 through 30 of the list above:
Every second line gives: CTSL1 counter, PP1 counter, HCV core dimer, EBNA-1 inhibitor, PREPL inhibitor, ZTA DNA inh, PP5 inh, TPT1 inhibitor, Efflux pump mplx
29) CC1(C)Oc2ccc3ccc(=O)oc3c2/C(=C/N)C1=O
    6.6, -4.2, -0.4, -1.2, -1.7, 2.5, 3.4, 0.5, 0.1
30) S=C(NCc1ccco1)N/N=C/c1cccnc1
    3.4, -4.9, -3.3, -4.1, 15.0, -10.9, 3.6, 0.5, -0.3

Next part.
Every second line gives: CTSL1 counter, PP1 counter, HCV core dimer, EBNA-1 inhibitor, PREPL inhibitor, ZTA DNA inh, PP5 inh, TPT1 inhibitor, Efflux pump mplx
31) CCCS(=O)(=O)N1CCC(C(=O)NCCCOC)CC1
    -3.7, -3.4, -1.5, -4.8, 5.0, -1.0, -1.2, -3.3, 0.0
32) CCCCOc1ccc(/C(O)=C(\C#N)c2nc3ccccc3[nH]2)cc1
    -1.5, -4.4, -1.6, -6.4, 1.1, -6.7, 2.0, 0.3, -0.1
33) C=CCOc1nc(-c2ccncc2)nc2ccccc12
    -1.7, 3.6, 3.8, 5.2, 2.6, -26.4, 0.0, -2.9, -0.1
34) O=Nc1c(O)[nH]c2ccc(F)cc12
    3.9, -1.6, -8.2, 10.2, 12.4, -7.1, 0.6, -1.1, -0.2
35) Cc1ccc(C(=O)NNC(=O)C2CCN(Cc3ccccc3)CC2)cc1
    1.8, -3.9, -10.7, 2.8, 4.5, -5.5, 0.8, -1.4, 0.1
36) COc1ccccc1/C=C/CN1CCOCC1
    1.4, -4.4, -2.1, 14.5, 3.2, 2.8, 1.0, 0.9, 0.0
37) COc1ccc(NS(=O)(=O)c2cccc(C(=O)N3CCN(Cc4ccc5c(c4)OCO5)CC3)c2)cc1
    0.5, -4.0, -1.0, -7.7, 17.6, -7.7, 0.2, 1.7, 0.0
38) CC(=O)Nc1ccc(C(=O)OCC(=O)Nc2ccccc2F)cc1
    -9.9, 0.5, 2.4, -10.0, 13.8, -1.9, 0.3, 0.5, 0.1
39) O=C(Nc1ccccc1Cl)C(=O)c1cn(CC(=O)N2CCOCC2)c2ccccc12
    -2.7, -13.0, -7.3, 13.6, -2.9, -0.8, -4.6, 1.9, 0.0
40) COC(=O)NCC(c1cccnc1)N1CCOCC1 (centres undefined)
    -3.7, -3.9, -1.6, -6.3, -3.9, 1.4, 2.0, -0.6, 0.0
41) Cc1cc(NC(=O)c2ccccc2Oc2ccccc2)no1
    -2.2, -5.5, 1.1, -4.2, -32.3, -9.6, 0.5, 0.1, 0.1
42) COc1cc(OC)c(NC(=O)C2CC(=O)N(c3ccc4c(c3)OCCO4)C2)cc1Cl (centres undefined)
    1.2, -4.1, 2.8, -4.7, 8.7, -4.0, -0.1, -4.5, -0.1
43) C=CCOc1c(Cl)cc(CNn2cn[nH]c2=S)cc1OC
    -2.6, 0.1, -1.3, 2.6, -8.7, 0.3, 0.3, 2.3, -0.2
44) Cc1c(C)n(C(=O)CN2CCC(C)CC2)c2ccccc12
    16.5, 1.8, -2.9, -5.7, 5.4, -8.6, 2.9, 3.8, 0.0
45) O=c1oc2ccccc2c(N2CCC(c3ccccc3)CC2)c1[N+](=O)[O-]
    -2.3, -6.5, -3.5, -10.9, 9.1, -9.9, 3.1, -2.5, 0.0
46) O=c1[nH]cccc1-c1nc2ccccc2n1Cc1cccc(F)c1
    -3.5, -4.5, 13.7, -5.2, -4.3, -3.5, 0.4, 1.5, 0.2
47) COc1cc(C)c(NC(=O)COc2ccc3c(c2)CCC3)cc1OC
    ., -8.6, ., ., 39.2, 0.9, 0.5, ., -0.2
48) Cc1ccc(CS(=O)Cc2ccc(C(=O)NCc3cccs3)o2)cc1 (centres undefined)
    -1.0, -3.4, 8.0, -8.7, -4.2, 10.2, 1.0, -2.6, -0.1
49) COc1ccc(C)cc1S(=O)(=O)N1CCOCC1
    8.9, -1.6, -0.5, 2.0, -4.7, -2.8, -1.4, -2.2, -0.1
50) Cc1cc(C)c2c(n1)sc1c(=O)[nH]c(SCc3ccccc3)nc12
    5.3, 7.7, -0.3, -8.2, 10.3, -18.4, 0.5, -4.8, 0.0
51) CCC(C)C(=O)NCCc1ccc(S(N)(=O)=O)cc1 (centres undefined)
    -2.6, -3.0, -2.7, 7.3, -2.2, -9.0, 0.2, -2.8, -0.2

An excerpt; rates above refer to the full screens.
